FLuc counter = firefly luciferase modulation, counter-screen for miR-21 project; P08659; purified FLuc, Km substrates, luminescence inhibition; Potency, µM (top dose mostly 57.5 µM), inactives show at the highest dose activity change, negative = inhibition, most hits filed as inhibitors; 360,000 tested, 6.9% active; AID 588342;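 further: potency means the concentration at half of the fitted maximal effect; plate controls were vehicle for no effect and reference inhibitor for full effect; nearly all actives have a fitted effect of over 55% in size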
Target sequence (P08659 whole entry, looked up): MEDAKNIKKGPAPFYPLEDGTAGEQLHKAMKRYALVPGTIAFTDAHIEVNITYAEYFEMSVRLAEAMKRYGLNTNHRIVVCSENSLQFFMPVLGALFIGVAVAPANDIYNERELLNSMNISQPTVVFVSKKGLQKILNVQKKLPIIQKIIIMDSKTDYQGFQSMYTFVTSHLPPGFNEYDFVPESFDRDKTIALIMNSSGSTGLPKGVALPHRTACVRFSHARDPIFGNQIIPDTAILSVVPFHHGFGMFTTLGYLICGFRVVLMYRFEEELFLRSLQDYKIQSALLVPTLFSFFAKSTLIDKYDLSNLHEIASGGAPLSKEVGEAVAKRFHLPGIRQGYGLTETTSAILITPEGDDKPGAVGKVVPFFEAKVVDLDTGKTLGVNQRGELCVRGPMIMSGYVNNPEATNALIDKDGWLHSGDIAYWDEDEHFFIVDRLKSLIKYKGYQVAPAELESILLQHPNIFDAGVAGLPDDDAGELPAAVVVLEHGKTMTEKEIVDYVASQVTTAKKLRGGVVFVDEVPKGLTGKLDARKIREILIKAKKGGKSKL
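Biochemical qHTS of compounds, final roughly 60 µM downward over six points, against 10 nM purified firefly luciferase using Km concentrations of substrates (10 uM D-luciferin, 10 uM ATP) in Tris acetate pH 7.5 buffer; luminescence output.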
MBNL1-CUG inh = inhibitors of human MBNL1 binding to CUG repeat RNA; Q9NR56; TR-FRET MBNL1-His/biotin-(CUG)12 binding, 665/545 ratio; Potency, µM (highest dose often 57.5 µM), without a hit: top-dose activity change, negative = inhibition, actives largely listed as inhibitors; 280,000 tested, 0.036% active; active means well fitted inhibition curve with a large enough effect in the signal ratio, with a control signal flat, not every such curve was filed as active; inconclusive means small, poorly fitted or top-dose-only effect, or effect the other way, or a change in a side signal; inactive means no such curve, though single readings can be large or run the other way; the % refers to the signal ratio; further: potency means the concentration at half of the fitted maximal effect; on the % scale 0 is the no-effect control and ±100 the full control effect
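Compounds (final 92 nM to 58 uM) are added to His-tagged MBNL1 and biotin-(CUG)12, then terbium anti-His antibody and streptavidin-XL665 (5 nM final). After 60 min at room temperature, the 665/545 nm ratio is read.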
Mito fusion act = mitochondrial division inhibition or fusion activation. Potency, µM (series often up to 46.1 µM), without a hit: at the highest dose growth rescue (activation), usual class: activators. 320,000 tested, 0.23% active. S. cerevisiae fusion-defective mutant growth rescue, CellTiterGlo 48 h;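 further: potency means the concentration at half of the fitted maximal effect; % of control where 0% means no effect; nearly all actives have a fitted effect of over 45% in size; temperature-sensitive fusion mutants such as fzo1-1 at 37 °C on non-fermentable ethanol glycerol medium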
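Yeast fusion mutant, YPEG (non-fermentable carbon), compound, 48 h at 37C non-permissive; CellTiterGlo added, 10 min RT, luminescence read. Rescued growth = division inhibition.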
ELG1 DNA repair = ELG1-dependent DNA repair inhibition; HEK293T ELG1-luciferase reporter, luminescence, 16 h; DNA damage induced by 5-fluorouridine; Potency, µM (doses to about 46.1 µM), inactives show at the top dose activity change, negative = inhibition, usual class: inhibitors; 330,000 tested, 2.3% active; further: potency means the concentration at half of the fitted maximal effect; on the % scale 0 is the no-effect control and ±100 the full control effect; nearly all actives have a fitted effect of over 55% in size
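Overnight (16 hr) co-exposure of 2,000 cells/well to 5-fluorouridine and compound at 37 °C preceded detection. Luciferase was quantified via ONE-Glo luminescence; loss of signal denotes inhibition.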
Rab9 promoter act = Rab9 promoter activation | Potency, µM (top dose mostly 9.22 µM), for inactives: at the top dose activation, negative = inhibition, hits mostly activators | 320,000 tested, 2.8% active | Huh7 Rab9 promoter-luciferase reporter, luminescence, 24 h | AID 485297; further: potency means the concentration at half of the fitted maximal effect; % of control where 0% means no effect; nearly all actives have a fitted effect of over 60% in size
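Stable Rab9-luc Huh7, 1500 cells/well, 2 h settle; cmpd in DMSO, 24 h, 37 °C/5% CO2; luciferase reagent 10 min RT; luminescence.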
PKM2 act = activators of human pyruvate kinase M2; P14618; purified PKM2, Kinase-Glo ATP luminescence, activation; response scale: 0% is enzyme alone, no compound; Potency, µM (titrated, usually from 57.5 µM), without a hit: top-dose activation, usual class: activators; 260,000 tested, 0.34% active; AID 1631; further: potency means the concentration at half of the fitted maximal effect; on the % scale 0 is the no-effect control and ±100 the full control effect; nearly all actives have a fitted effect of over 55% in size
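Kinase-Glo luminescence reports ATP generated from ADP (0.1 mM) and PEP (0.5 mM) by purified hPK-M2 after 1 h at room temperature, pH 7.2 imidazole buffer; intermediate enzyme activity allows detecting inhibitors and activators.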
KCNH2 3.1 block = blocks the human KCNH2 3.1 channel isoform. U2OS KCNH2 3.1, thallium flux FluxOr; active compounds read low. activity change, % (tested at about 1.8 µM). 340,000 tested, 0.95% active. AID 720553;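 active means maximum activity change below -70%; inconclusive means maximum activity change from -70% to -50%; inactive means maximum activity change above -50%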;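 further: thallium influx rate constant from kinetic fluorescence after stimulation buffer; on the % scale 0 is the no-effect control and ±100 the full control effect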
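Thallium flux read-out: FluxOr dye with Red40 quencher in HBSS/HEPES, 45 min at RT. Rate constants from kinetic reads were normalized to positive and negative DMSO controls. Cells: U2OS virally expressing the 3.1 isoform.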
Menin MLL FP TR = displaces Texas Red mutant MLL peptide from human menin. 270,000 tested, 0.23% active. Potency, µM (titrated, usually from 61.6 µM), for inactives: top-dose FP activity change, negative = inhibition, usual class: inhibitors. O00255. AID 1768. Menin + Texas Red MLL mutant peptide, fluorescence polarization; active means well fitted inhibition curve with a large enough effect in the polarisation, with a control signal flat, not every such curve was filed as active; inconclusive means small, poorly fitted or top-dose-only effect, or effect the other way, or a change in a side signal; inactive means no such curve, though single readings can be large or run the other way; the % refers to the polarisation; further: potency means the concentration at half of the fitted maximal effect; % of control where 0% means no effect; many of its hits are not listed in these tables
Gal4-VP16 FLuc = Gal4-VP16 reporter inhibition counter-screen. Drosophila S2 Gal4-VP16 UAS-luciferase, luminescence, 20 h. Potency, µM (series often up to 53.6 µM), without a hit: top-dose activity, negative = inhibition, hits mostly inhibitors. 310,000 tested, 3.5% active;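 further: Gal4-VP16 expression switched on by copper sulfate through the metallothionein promoter; potency means the concentration at half of the fitted maximal effect; on the % scale 0 is the no-effect control and ±100 the full control effect; nearly all actives have a fitted effect of over 50% in size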
RORgamma inh = blocks mouse ROR gamma transcriptional activity; P51450; Drosophila S2 Gal4-RORgamma UAS-luciferase reporter, 20 h; Potency, µM (titrated, usually from 53.6 µM), for inactives: at the top dose activity change, negative = inhibition, hits mostly inhibitors; 310,000 tested, 5.4% active; AID 2551; further: potency means the concentration at half of the fitted maximal effect; on the % scale 0 is the no-effect control and ±100 the full control effect; nearly all actives have a fitted effect of over 60% in size
Target sequence (P51450 whole entry, looked up, the tested form may be a part): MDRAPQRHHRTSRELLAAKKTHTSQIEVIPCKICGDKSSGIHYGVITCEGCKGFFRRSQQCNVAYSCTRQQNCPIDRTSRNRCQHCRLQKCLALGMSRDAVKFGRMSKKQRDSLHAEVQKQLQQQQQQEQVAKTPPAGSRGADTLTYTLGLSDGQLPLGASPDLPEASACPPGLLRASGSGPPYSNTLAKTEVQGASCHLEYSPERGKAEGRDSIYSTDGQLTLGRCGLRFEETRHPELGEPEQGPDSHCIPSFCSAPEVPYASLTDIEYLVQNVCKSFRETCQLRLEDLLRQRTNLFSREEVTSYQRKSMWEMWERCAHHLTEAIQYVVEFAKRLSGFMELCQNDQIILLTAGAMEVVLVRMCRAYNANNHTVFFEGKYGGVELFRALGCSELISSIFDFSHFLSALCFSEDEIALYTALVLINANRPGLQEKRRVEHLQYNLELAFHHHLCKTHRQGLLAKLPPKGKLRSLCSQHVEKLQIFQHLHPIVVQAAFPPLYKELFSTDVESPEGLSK
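Drosophila S2 cells stably expressing Gal4-DBD/mouse RORγ fusion under metallothionein promoter plus UAS-luciferase; compound 1 h, then 700 uM CuSO4 induction for 20 h at ambient temperature; inhibition read as reduced luminescence.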
NPC1 prom act = activators of NPC1 promoter; 320,000 tested, 2.4% active; Potency, µM (titrated, usually from 9.22 µM), for the others: at the highest dose activation, usual class: activators; Huh7 NPC1 promoter luciferase reporter, 24 h;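 further: potency means the concentration at half of the fitted maximal effect; % of control where 0% means no effect; nearly all actives have a fitted effect of over 60% in size; reporter is driven by a mutant NPC1 promoter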
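Stably transfected Huh7 (NPC1 promoter→luciferase), 1500 cells/well in Opti-MEM + 10% FBS, 2 h settle, then compound 24 h at 37 °C. Luminescence after 10 min with Amplite reagent.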
* = called active by the depositor; ? = inconclusive; . = not tested or not shown; & = joins results of further samples; [ ] = remark or other dose. Unless noted, the call rests on the fitted dose curve; in most records, active means well fitted curve in the direction sought with a large enough effect; inconclusive means small, poorly fitted or top-dose-only effect, or another doubt; inactive means no such curve, though single readings can be large; an effect the other way counts as inactive or inconclusive. An excerpt (hit frequency here may not be typical).

SMILES	FLuc counter	MBNL1-CUG inh	Mito fusion act	ELG1 DNA repair	Rab9 promoter act	PKM2 act	KCNH2 3.1 block	Menin MLL FP TR	Gal4-VP16 FLuc	RORgamma inh	NPC1 prom act
O=C(CCc1ccccc1)NNC(=S)Nc1ccc(F)cc1	-3%	-15%	-2%	-7%	-4%	-10%	6	3%	?	3.5µM*	-2%
CC(=O)C1=C(O)C(=O)N(Cc2cccnc2)C1c1ccccc1 (stereo unspecified)	6%	0%	-5%	11%	1%	5%	-25	4%	-1%	34%	0%
Cc1cc(C)c2c(=O)n(CC(=O)Nc3ccc(Cl)cc3)sc2n1	7.6µM*	6%	-24%	20%	2%	-5%	-32	.	13µM*	?	-1%
O=C(Nc1cccc(S(=O)(=O)N2CCCC2)c1)c1cccc(S(=O)(=O)N2CCOCC2)c1	-1%	.	-3%	?	-2%	.	0	.	.	.	0%
Nc1nc2ccc(N3CCOCC3)cc2s1	11µM*	-16%	1%	?	2.8µM*	0%	-16	4%	?	?	?
CC(=O)Nc1ccc(N2C(=O)CC(N3CCSCC3)C2=O)cc1 (stereo unspecified)	1%	0%	-9%	5%	-1%	0%	-1	4%	8%	-1%	-3%
COc1ccc(Nc2nc(N)nc(CN3CCN(c4ccccn4)CC3)n2)cc1	-7%	-12%	6%	.	.	-2%	-46	0%	10%	3%	.
Cc1ccnc(NC(=O)c2ccc(Cl)c(S(=O)(=O)N3CCCCC3)c2)c1	.	.	-9%	3%	13%	.	-4	.	.	.	4%
CCN(CC)C(=O)Cn1cc(S(=O)(=O)CC(=O)Nc2cc(OC)ccc2OC)c2ccccc21	3%	2%	0%	-5%	2%	-7%	.	.	-10%	1%	-7%
Cc1csc(NC(=O)CSc2nnc(NC(=O)C3CC(=O)N(c4ccccc4)C3)s2)n1 (stereo unspecified)	2%	.	-4%	2%	6%	-3%	4	5%	-4%	19%	4%
O=C(NCC1CCCCC1)c1ccc(=O)[nH]c1	-1%	-5%	11%	0%	-3%	.	30	-16%	-21%	1%	2%
CC(C)NC(=O)CCNC(=O)c1ccc(F)cc1	2%	7%	-2%	?	-2%	17%	-42	6%	-25%	?	1%
O=S(=O)(ON(c1ccccc1)S(=O)(=O)c1ccccc1)c1ccccc1	3%	5%	0%	-21%	3%	6%	20	-3%	14%	27%	-3%
Cc1c(C(=O)N2CCCC2)oc2c1-c1nn(CC(=O)NCCCN3CCCCC3C)cc1CC2 (stereo unspecified)	-1%	5%	-35%[inhibitor]	7%	-2%	.	-15	-5%	-3%	-1%	-2%
CC(C)CC(=O)NC(=S)Nc1ccc(NC(=O)c2cccs2)cc1	3%	-2%	-3%	0%	12%	6%	-5	-19%	6%	?	-1%
Cc1ccsc1C1CC(=O)OC2=C1C(=O)CC(C)(C)C2 (stereo unspecified)	-19%	.	-7%	-8%	-5%	1%	.	-2%	-10%	4%	-2%
Cc1ccc(OCC(=O)Nc2ccc(N3CCN(S(C)(=O)=O)CC3)cc2)cc1	1%	6%	-6%	2%	-5%	-11%	-9	?	-8%	2%	1%
CCCn1c(O)c(N=NC(=O)c2cccnc2)c2cc(Br)ccc21	-2%	24%	-11%	0%	2%	-11%	8	.	-2%	-1%	11%
CCc1ccc(N(CC(=O)NC2CCCC2)C(=O)CCC(=O)Nc2ccccn2)cc1	0%	0%	4%	16%	-3%	-2%	-9	-13%	9%	-4%	0%
COCc1cc(=O)[nH]c(-c2ccccc2OC(F)(F)F)n1	1%	.	2%	-9%	-3%	-8%	9	.	3%	2%	-4%
O=C(NCC1CCCO1)c1cccs1 (stereo unspecified)	-2%	-3%	0%	13%	9%	-13%	-3	-1%	-8%	-3%	1%
CCOc1cc(C(=O)N/N=C/c2ccsc2)cc(OCC)c1OCC	-16%	2%	-12%	-29%	-2%	0%	.	8%	0%	-40%	3%
CN(CC(=O)N1CCOCC1)S(=O)(=O)c1cc(Cl)ccc1Cl	1%	-6%	-33%[inhibitor]	4%	0%	.	0	-5%	10%	1%	-2%
S=C(NNc1cccc(Cl)c1)NC1CCCCC1	-10%	-10%	-4%	?	5%	1%	7	-2%	1.4µM*	0.32µM*	-5%
CC(C)(C)c1ccc(OCCC(=O)Nc2cccc(S(=O)(=O)NC3=NCCCCC3)c2)cc1	11%	.	-15%	?	-21%	.	-38	.	.	.	-11%
SMILES	FLuc counter	MBNL1-CUG inh	Mito fusion act	ELG1 DNA repair	Rab9 promoter act	PKM2 act	KCNH2 3.1 block	Menin MLL FP TR	Gal4-VP16 FLuc	RORgamma inh	NPC1 prom act
O=C1COc2ccc(C(=O)COC(=O)CCSc3ccccc3)cc2N1	-3%	9%	1%	-2%	-4%	-11%	7	.	-7%	1%	-1%
Cc1ccc(NC(=O)C2OCCc3ccccc32)cc1 (stereo unspecified)	?	?	19%	?	5%	11%	1	-8%	-8%	23%	21%
CC1=CC(=C2N=C(c3ccccc3)OC2=O)C=C(C)O1	?	0%	-1%	?	?	-5%	17	17%	6%	-12%	?
O=C(O)CCCC(=O)Nc1ccccc1-n1ccnc1	4%	-1%	-1%	5%	1%	-2%	0	24%	7%	-10%	1%
CCOC(=O)N1CCC(NC(=O)CS(=O)(=O)Cc2nc(-c3cccc(Cl)c3)oc2C)CC1	1%	-1%	-2%	15µM*	-4%	-1%	4	-22%	-11%	38%	1%
COc1ccc(S(=O)(=O)N[C@@H](CSCc2ccccc2)C(=O)O)cc1	1%	-2%	0%	8%	-1%	.	?	.	3%	-10%	1%
COc1ccc(CNC(=O)CSc2nnnn2-c2ccc(O)cc2)cc1	2%	0%	-2%	0%	0%	0%	0	9%	2%	26%	1%
Cc1cc2[nH]c(=O)c(=O)[nH]c2cc1S(=O)(=O)N1CCN(c2ccccc2F)CC1	1%&2%	1%	2%	?	-2%	.	2	-22%	-23%	-17%	-1%
CC1CCC(NC(=O)CN2C(=O)NC(C)(C)C2=O)CC1 (stereo unspecified)	-1%	.	-2%	23%	-8%	.	-8	.	.	.	1%
Cc1ccc(CNC(=O)c2ccccc2CCc2ccccc2)cc1	-1%	?	25%	1%	0%	-1%	-6	-14%	-12%	-14%	-1%
COc1ccccc1C(=O)NC(=S)Nc1ccc2[nH]c(=O)[nH]c2c1	5%	-5%	-19%	5%	19%	-8%	8	?	4%	9%	5%
CCn1c(SCC(=O)N/N=C/c2ccccc2OCC(=O)O)nnc1-c1ccccc1	2%	4%	0%	2%	-3%	-2%	5	.	-2%	5%	-6%
Cc1cc2nc(-c3ccc(SCC(=O)NC(C)C)nc3)[nH]c2cc1C	2.1µM*	163%[activator]	10%	?	3.2µM*	.	.	6%	-16%	40%	2.8µM*
CCNC(=S)NN=C1CCC(C(C)(C)C)CC1 (stereo unspecified)	-4%	15%	-1%	5%	?	-9%	7	-1%	3%	8.9µM*	0%
Cc1ccc(-n2nc3c(=O)n(CCCC(=O)NCCc4ccccc4)nc(C)c3c2C)cc1	-3%&-13%	-6%	2%	-5%	-12%	.	20	.	0%	14%	-2%
CN1C=CC=C/C1=C1\SC(=S)N(C2CCCCC2)C1=O	-16%	?	8%	20%	1%	0%	16	16%	3%	2%	1%
O=C(NC1CC1)C1CCN(C2CCN(C(=O)/C=C/c3cccc(F)c3F)CC2)CC1	2%	7%	2%	-5%	12%	2%	-5	-7%	4%	-2%	-2%
COc1ccc(Cl)cc1NC(=O)CN(C)C(=O)CCc1nc2ccccc2c(=O)[nH]1	-1%	.	0%	?	-6%	.	3	.	.	.	0%
Cc1c(C)c2ccc(O[C@@H]3O[C@H](CO)[C@H](O)[C@H](O)[C@H]3O)c(C)c2oc1=O	1%	5%	12%	13%	1%	.	0	35%[activator]	14%	2%	-1%
COCCNC(=O)C(c1ccc(Cl)cc1)N(C(=O)Cn1nnc2ccccc21)c1cccnc1 (stereo unspecified)	2%	47%[activator]	-2%	-5%	1%	?	-10	-17%	5%	11%	-3%
Cc1cc(C)nc(NS(=O)(=O)c2ccc(NC(=O)Cn3c(=O)oc4ccccc43)cc2)n1	0%	-3%	2%	5%	0%	0%	5	4%	7%	-6%	3%
COC(=O)/C(=C\C=C\c1ccccc1)NC(=O)c1ccccc1	?	?	1%	?	5%	6%	-9	-5%	0%	41%	-4%
